Screens from PubChem BioAssay.
ST2 inh: IL1RL1 inhibition | Q01638 | AlphaLISA ST2-Fc/biotin-IL-33 interaction, 1 h | inhibition, % for hits at 17 µM | hit rate 2.3% among 78,000; in the data active = inhibition above about 30%; inconclusive = mostly about 10% to 28%
Target sequence (Q01638 whole entry, looked up): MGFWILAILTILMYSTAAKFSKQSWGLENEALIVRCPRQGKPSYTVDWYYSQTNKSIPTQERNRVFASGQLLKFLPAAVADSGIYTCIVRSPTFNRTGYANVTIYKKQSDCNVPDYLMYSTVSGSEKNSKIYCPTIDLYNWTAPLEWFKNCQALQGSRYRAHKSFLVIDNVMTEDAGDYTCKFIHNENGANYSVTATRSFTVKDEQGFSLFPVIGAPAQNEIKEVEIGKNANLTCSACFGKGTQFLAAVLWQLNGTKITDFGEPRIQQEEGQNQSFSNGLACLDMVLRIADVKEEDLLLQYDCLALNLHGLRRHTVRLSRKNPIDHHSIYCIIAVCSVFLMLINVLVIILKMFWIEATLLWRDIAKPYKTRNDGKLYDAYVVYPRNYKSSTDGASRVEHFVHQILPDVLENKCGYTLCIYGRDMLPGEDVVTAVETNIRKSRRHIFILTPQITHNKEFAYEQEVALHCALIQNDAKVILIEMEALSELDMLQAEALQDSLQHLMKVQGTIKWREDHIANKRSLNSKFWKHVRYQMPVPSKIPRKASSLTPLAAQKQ
* marks the source's active call; other numbers are inactive results; i = inactive; ? = inconclusive.

SMILES | ST2 inh
COc1cc(C2NC(=O)NC(C)=C2C(=O)OCC(C)C)ccc1OCc1ccccc1 (stereo unspecified) | i
CC(C)(C)CC(=O)N1CC[C@@H](CC(=O)O)[C@@H](CCN2CCN(c3ccccc3)CC2)C1 | i
CC(NC(=O)c1nn(CCO)c2c1CN(Cc1nccs1)CC2)c1ccccc1 (stereo unspecified) | i
Cc1cc(C)cc(NC(=O)c2c(N)sc3c2CCCC3)c1 | i
CN(CC(=O)NCc1ccc2c(c1)OCO2)S(=O)(=O)c1ccc2c(c1)CCC(=O)N2 | i
CCOc1cccc(OCCOCCn2ccnc2)c1 | ?
CC(=O)c1ccc2c3c(cccc13)C(=O)N(c1ccccc1)C2=O | i
Cc1ccccc1Cn1cc(NC(=O)c2cc(C3CC3)on2)cn1 | i
O=C(Nc1nc(-c2cccc([N+](=O)[O-])c2)cs1)c1ccc(S(=O)(=O)N2CCOCC2)cc1 | ?
Cc1cccc(NC(=O)C(NC(=O)C2CCC(C)CC2)C(C)C)n1 (stereo unspecified) | i
CC(C)(C)c1ccc(C(=O)Nc2nc3c(s2)C[C@@H]2[C@](C)(CO)[C@H](O)CC[C@@]2(C)[C@@H]3CC(=O)NCCN2CCOCC2)cc1 | i
COc1ccc(-n2ncc3c(Nc4ccc(Cl)c(Cl)c4)ncnc32)cc1 | i
CC(=O)c1c(Cl)nc2ccc(Br)cc2c1-c1ccccc1 | i
CCOc1ccc(NC(=O)c2c(NC(=O)CNCCN3CCOCC3)sc3c2CCC3)cc1 | ?
COc1ccccc1C1CC(c2ccc(Cl)cc2)=NN1S(=O)(=O)c1ccccc1 (stereo unspecified) | i
Nc1nc2ccc(C(=O)Nc3ccccc3)cc2s1 | i
O=C(NCc1cccnc1)c1cnc(N2CCN(c3ccccn3)CC2)c2ccccc12 | i
CCc1nc2cccnc2n1C1CCN(S(=O)(=O)c2ccc(C(C)(C)C)cc2)CC1 | i
C=Cc1cccc(CN2CCC3(CCCN(C(=O)CCOC)C3)C2)c1 (stereo unspecified) | i
Cc1cc2c(c(=O)[nH]1)C(=O)O/C2=C\c1cccs1 | i
COC1CCCCC1NS(=O)(=O)c1ccc(Cl)cc1 (stereo unspecified) | i
CCCCn1cnc2oc(-c3ccc(OC)cc3)c(-c3ccc(OC)cc3)c2c1=N | ?
CC[n+]1c(/C=C/c2ccc(N(C)C)cc2)ccn1-c1ccccc1 | ?
Cc1ccc(-c2ccc3nc(CO)[nH]c3c2)c2cccnc12 | i
O=C(CN1CC(=O)Oc2ccccc21)OCC(=O)c1cccc(Br)c1 | i
O=C(CCC1CCN(Cc2cccc3c2OCO3)CC1)NCc1cccc(C(F)(F)F)c1 | i
Cc1csc2c(N3CCC(n4nccc4NC(=O)C4CC4)CC3)ncnc12 | i
O=C1C(Nc2ccccc2)=CC(c2cccc([N+](=O)[O-])c2)N1c1ccccc1 (stereo unspecified) | i
N#CCc1ccc(O)cc1O[C@@H]1O[C@H](CO)[C@@H](O)[C@H](O)[C@H]1O | i
CCN1CCN(C(=O)CNS(=O)(=O)c2ccc(Br)s2)CC1 | i

Molecules shown so far containing a Cl atom (4):
SMILES | ST2 inh
COc1ccc(-n2ncc3c(Nc4ccc(Cl)c(Cl)c4)ncnc32)cc1 | i
CC(=O)c1c(Cl)nc2ccc(Br)cc2c1-c1ccccc1 | i
COc1ccccc1C1CC(c2ccc(Cl)cc2)=NN1S(=O)(=O)c1ccccc1 (stereo unspecified) | i
COC1CCCCC1NS(=O)(=O)c1ccc(Cl)cc1 (stereo unspecified) | i

(next part)
SMILES | ST2 inh
Fc1ccc(C2CC(c3ccccc3)Nc3ncnn32)cc1 (stereo unspecified) | i
O=c1cc(O)c2sc3nc(-c4cccs4)cc(-c4cccs4)c3c2[nH]1 | ?
CCC1CCCCN1CCCNC(=O)CSc1cc(=O)n(C)c2ccccc12 (stereo unspecified) | i
CCC(=O)N1CCc2cc(Br)cc(S(=O)(=O)N(CC)c3ccccc3)c21 | i
O=C1N(CCc2ccccc2)C[C@@H]2C[C@@H](c3cnc(-c4ccccc4)s3)N3CCC[C@@]123 | i
CCC(=O)Nc1cccc(C(=O)NCCN2CCc3ccccc3C2)c1 | i
O=C(NCC1CCCO1)c1ccc2c(c1)N(Cc1ccccc1Cl)C(=O)CS2 (stereo unspecified) | i
Cc1ccc(C(=O)N2CCOc3ccc(CN4C[C@@H](C)O[C@@H](C)C4)cc3C2)cc1N1CCNC1=O | ?
COC(=O)CN1C(=O)Nc2ccc(Br)cc2C1c1ccccc1Cl (stereo unspecified) | i
CC(C)Cc1nc(-c2ccc3c(c2)OCO3)n[nH]1 | i
CC(=O)c1cccc(NC(=O)CSCc2ccccc2)c1 | i
COc1cc(C2NC(=O)C(C)S2)cc(OC)c1OC (stereo unspecified) | i
O=C(c1ccccc1)N1CCC(NCc2cnn(-c3cccc(F)c3)c2)CC1 | i
CCOc1ccc(NC2=CC(=NS(=O)(=O)c3ccc(OC)cc3)c3ccccc3C2=O)cc1 | 94%*
O=C(Nc1ccc(Br)cn1)c1ccc(Cl)cc1[N+](=O)[O-] | i
Cn1cncc1-c1nnc([C@H]2CCN(CCCc3ccccc3)C2)o1 | i
Cc1ccc(NS(=O)(=O)c2cccnc2)cc1F | i
Cc1ccccc1-n1cc(Cn2ccnc2-c2ccccc2C(=O)O)cn1 | i
Cc1ccc(C)c(-c2csc(NC(=O)c3cc(C)oc3C)c2C(N)=O)c1 | i
Cc1nc2c(NS(=O)(=O)NCc3ccccc3)cccn2n1 | i
Cc1ccc(-c2[nH]c3ccccc3c2C(C[N+](=O)[O-])c2ccco2)cc1 (stereo unspecified) | i
CCOc1ccc(S(=O)(=O)Nc2c(C)cccc2C)c2cccnc12 | i
CSc1nc(-c2ccccc2)nc(N)c1C(C)=O | i
COc1ccc2c(C)cc(Sc3nnnn3-c3ccccc3)nc2c1 | i
CC(C)CN1CC(C(=O)NCc2nc(-c3ccccc3)n[nH]2)CC1=O (stereo unspecified) | i
O=C(C1CC1)N1CC[C@H](c2nc3ccccc3s2)C1 | ?
CC1N=C2c3ccccc3N=C(SCc3ccc(F)cc3)N2C1=O (stereo unspecified) | ?
COc1cc(CN2CCN(C(=O)c3ccc(-c4ccccc4)cc3)CC2)cc(OC)c1O | i
CCNC(=O)C(C)NC1CCN(C(=O)OCC)CC1 (stereo unspecified) | i
CSc1cccc(NC(=O)CN(c2cc(C)ccc2C)S(C)(=O)=O)c1 | ?
Cc1ccc(N2C(=O)S/C(=C\c3ccccc3)C2=O)cc1 | i
O=C1CCCC2=C1C(c1ccc3c(c1)OCO3)c1c(nc(SCc3ccccc3)[nH]c1=O)N2 (stereo unspecified) | i
c1cncc(CNc2c3ccccc3nc3ccccc23)c1 | i
O=C(CCc1ccccc1)N1CC(c2cccnc2)C1 | i
COc1cccc(C2C(C#N)=C(N)Oc3c2c(=O)n(C)c(=O)n3C)c1 (stereo unspecified) | i
CC(C)N=C(NS(=O)(=O)c1ccc(Cl)cc1)c1ccccc1 | i
O=C(c1ccccc1NS(=O)(=O)c1ccc2c(c1)OCCO2)N1CCCC1 | i
O=C(CNS(=O)(=O)c1cccs1)N1CCN(c2ccccn2)CC1 | i
O=C(NCc1cccnc1)c1cc(-c2ccc(Br)cc2)on1 | i
CCOc1ccccc1NC(=O)NCCc1nc2cccnc2n1Cc1ccc(C)cc1 | i
COc1ccc(CNS(=O)(=O)c2ccc(C(=O)N(C)C)s2)cc1 | i
CCC(C)OC(=O)C1=C(C)NC2=C(C(=O)C(C(=O)OC)C(C)C2)C1c1ccc(C)s1 (stereo unspecified) | i
Cc1nn(CCCC(=O)NCc2ccc(F)cc2)c(C)c1[N+](=O)[O-] | i
C=CCNC(=O)c1ccc2c(c1)N(Cc1c(F)cccc1Cl)C(=O)CS2 | i
CC(=O)N(C)c1ccc(NC(=O)Nc2ccc(Cl)cc2)cc1 | i
Cn1c(=O)c(-c2ccccc2N)nc2ccccc21 | ?
CN1CCC(N(C)Cc2ccc3c(c2)OCO3)CC1 | i
O=C(Cc1ccccc1[N+](=O)[O-])N1CCN(c2ccccn2)CC1 | i
CC(=O)NC1C(OC2CCC3(C)C(CCC4(C)C3CC=C3C5CC(C)(C)CCC5(C(=O)OC5OC(CO)C(O)C(O)C5O)CCC34C)C2(C)C)OC(COC2OCC(O)C(O)C2OC2OCC(O)C(O)C2O)C(O)C1O (stereo unspecified) | ?
CCCOC(=O)C(CC)Oc1ccc2c(=O)c(Oc3cccc(C)c3)coc2c1 (stereo unspecified) | i
Cc1ncc(C[n+]2cccc3ccccc32)c(N)n1 | i
COCC(NC(=O)c1ccccc1N1CCOCC1)c1ccnn1C (stereo unspecified) | i
Cc1cccc(NC(c2ccncc2)c2ccc3cccnc3c2O)n1 (stereo unspecified) | ?
CC(c1cccs1)N(C)C(=O)c1ccc(OC2CCN(Cc3ccccn3)CC2)cc1 (stereo unspecified) | i
O=C(CN1CCCN(Cc2ccccc2)S1(=O)=O)NCC1CCCO1 (stereo unspecified) | i
CC(CN1CCc2ccccc2C1)NC(=O)c1cccc2ccnn12 (stereo unspecified) | i
Cc1ccc(C(=O)NC(C)c2ccccc2)c(Cl)c1 (stereo unspecified) | i
CCc1nc(C)c(C(=O)Nc2cccc(NC(=O)CCc3ccccc3)c2)o1 | i
COC(=O)C1C(=O)C2=C(CC1C)NC(C)=C(C(=O)OC1CCCC1)C2c1ccc(N(C)C)cc1 (stereo unspecified) | ?
Cc1ccccc1OCC(=O)Nc1ccc(NC(=O)c2ccco2)c(Cl)c1 | i

Arranged by count of non-hydrogen atoms (ascending): three of the compounds above.
SMILES | ST2 inh
N#CCc1ccc(O)cc1O[C@@H]1O[C@H](CO)[C@@H](O)[C@H](O)[C@H]1O | i
O=C(Cc1ccccc1[N+](=O)[O-])N1CCN(c2ccccn2)CC1 | i
O=C(CCC1CCN(Cc2cccc3c2OCO3)CC1)NCc1cccc(C(F)(F)F)c1 | i

2 records picked at random from the list so far, as already listed:
SMILES | ST2 inh
c1cncc(CNc2c3ccccc3nc3ccccc23)c1 | i
O=C(c1ccccc1)N1CCC(NCc2cnn(-c3cccc(F)c3)c2)CC1 | i

Later entries
SMILES | ST2 inh
O=C1N=C(N2CCCC2)S/C1=C\c1ccc(Br)cc1 | ?
CCCN(Cc1nccn1C)C(=O)C12CNCC1CNC2 (stereo unspecified) | ?
CNC(=O)c1c(O)c2ccccc2[nH]c1=O | i
COc1ccc(C(=O)CSc2n[nH]c(C)n2)cc1C | i
CCc1ccc(C2CC(c3ccc(F)cc3)n3ncnc3N2)cc1 (stereo unspecified) | i
Cc1ccc(C(=O)N(Cc2ccccc2)Cc2ccccc2)o1 | i
CCCn1cnnc1CNC1CCCC1 | i
O=C(O)CCC1C(=O)CCC1(C(=O)O)c1ccccc1 (stereo unspecified) | i
O=C(NCCC1=CCCCC1)C1CC12CCN(Cc1ccc3ccccc3c1)CC2 (stereo unspecified) | ?
COC(=O)c1ccc2c(c1)C1C=CCC1C(c1ccc(F)cc1)N2 (stereo unspecified) | ?
CCOC(=O)c1c[nH]c2cc3c(cc2c1=O)OCCO3 | i
O=C(Nc1cccc(F)c1)c1c[nH]c(=O)n(-c2ccccc2)c1=O | i
COC(=O)[C@H](Cc1ccc(OC)cc1)NC(=O)[C@H]1CN(C(C)=O)CCN1S(=O)(=O)c1ccccc1 | i
COc1ccc([N+](=O)[O-])cc1CSc1nnc(NC(=O)c2ccccc2)s1 | ?
CCCCOc1ccc(OC(=O)c2ccc(Br)o2)cc1 | i
CCOC(=O)N1CCN(C(=O)c2cc(COc3ccc(F)cc3F)on2)CC1 | ?
CC(=O)Nc1cc(C(=O)N(C)CCC#N)ccc1Sc1ccc(C)cc1 | i
CCc1nc(C)c(C(=O)N2CC(c3ccncc3)C2)o1 | i
O=C(CN1C2=NCCCN2c2ccccc21)c1ccc(Cl)cc1Cl | i
O=C(NC1CCCCCC1)c1ccc2nc3ccc(Cl)cc3c(=O)n2c1 | i
Nc1c(C(=O)c2ccc(Br)cc2)sc2nc3c(cc12)CCC3 | i
O=C(CSc1cn(Cc2ccc(F)cc2)c2ccccc12)N1CCCCCC1 | i
CC(=O)c1sc(Nc2nc3c(F)cccc3s2)nc1C | i
O=C(O)/C=C/c1ccc(O)c(O)c1 | ?
CNC(=O)C1CCC(Cn2c(=O)c3sccc3n(CC(=O)NCc3ccc(F)cc3)c2=O)CC1 (stereo unspecified) | i
CCOCCCn1c(=N)c(C#N)cc2c(=O)n3cccc(C)c3nc21 | i
COc1ccc(C(N)=O)cc1N | i
CCC(=O)N1CCc2cc(S(=O)(=O)NC(C(=O)NCc3ccccn3)C(C)C)ccc21 (stereo unspecified) | i
CCOc1ccc(-n2c(=O)[nH]c3sc(C)c(C)c3c2=O)cc1 | i
CC1=NN(c2ccc(Cl)c(C(=O)O)c2)C(=O)/C1=C\c1ccc(Br)cc1 | i
COc1cc(CN2CCN(c3cccc(Cl)c3)CC2)cc(OC)c1O | ?
Cc1ccc(CNC(=O)Cn2c(=O)n(-c3ccc(F)c(Cl)c3)c(=O)c3sccc32)cc1 | ?
COc1cc(Br)cc(/C=C2\NC(=O)N(Cc3ccc(Cl)cc3)C2=O)c1O | ?
CCCS(=O)(=O)c1cn2cccc(N)c2c1S(=O)(=O)CCC | ?
Nc1nc2n(n1)C(c1ccc(F)cc1)CC(c1ccccc1Cl)N2 (stereo unspecified) | ?
CCC(C)Nc1ncnc2sc(C)c(S(=O)(=O)N3CCC(C)CC3)c12 (stereo unspecified) | i
COc1cc(-c2nc(CCc3ccccc3)nn2-c2ccccn2)ccn1 | i
O=C(Nc1cc(Cl)ccc1O)c1noc2c1CCCCC2 | ?
O=C1NC(=O)/C(=C/c2ccc(-c3cc([N+](=O)[O-])ccc3Cl)o2)S1 | i
CC(=O)c1ccc(NC(=O)O[C@@H]2CO[C@H]3[C@@H]2OC[C@@H]3NC(=O)c2ccccc2)cc1 | i

Only part of the results is shown. The share of hits here may be higher or lower than overall.
